CXCR6 inh = CXCR6 (human) receptor inhibition; CHO-K1 PathHunter CXCR6 beta-arrestin, luminescence; inhibition, % at 20 µM; 360,000 tested, 0.36% active; AID 602244; in the data active = inhibition above about 34%, passing the limit was not always enough;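 note: antagonist mode with CXCL16 agonist at 10 nM final; 0% = 10 nM CXCL16 with DMSO and 100% = unstimulated wells without agonist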
Target sequence (O00574 whole entry, looked up): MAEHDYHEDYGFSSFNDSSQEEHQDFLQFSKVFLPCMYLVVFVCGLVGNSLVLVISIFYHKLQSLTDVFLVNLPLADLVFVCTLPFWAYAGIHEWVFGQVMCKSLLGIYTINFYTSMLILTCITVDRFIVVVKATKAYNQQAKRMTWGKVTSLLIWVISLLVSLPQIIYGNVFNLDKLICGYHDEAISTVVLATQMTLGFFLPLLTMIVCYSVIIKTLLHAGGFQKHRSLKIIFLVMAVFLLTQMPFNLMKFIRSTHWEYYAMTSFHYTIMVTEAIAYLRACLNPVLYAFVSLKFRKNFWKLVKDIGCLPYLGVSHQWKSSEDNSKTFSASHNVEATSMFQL
tim10-1 inh = inhibits growth of tim10-1 mutant yeast; S. cerevisiae tim10-1 ts strain growth, BacTiter-Glo, 24 h; inhibition, % at 20 µM; 330,000 tested, 2.2% active;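 active = inhibition of at least 40%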;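 note: mutant grown at 25 °C; 0% = DMSO wells with yeast and 100% = wells holding no yeast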
APJ ag = APJ receptor agonism. P35414. CHO-K1 APJ PathHunter beta-arrestin, luminescence; 0% DMSO wells, 100% apelin. activation, % at 20 µM. 330,000 tested, 0.11% active;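 active = activation more than six SD over the plate average, tested at 20 µM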;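 note: 0% = DMSO alone and 100% = apelin-13 at 10 nM; some results filed as inactive read as strong as hits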
Target sequence (P35414 whole entry, looked up): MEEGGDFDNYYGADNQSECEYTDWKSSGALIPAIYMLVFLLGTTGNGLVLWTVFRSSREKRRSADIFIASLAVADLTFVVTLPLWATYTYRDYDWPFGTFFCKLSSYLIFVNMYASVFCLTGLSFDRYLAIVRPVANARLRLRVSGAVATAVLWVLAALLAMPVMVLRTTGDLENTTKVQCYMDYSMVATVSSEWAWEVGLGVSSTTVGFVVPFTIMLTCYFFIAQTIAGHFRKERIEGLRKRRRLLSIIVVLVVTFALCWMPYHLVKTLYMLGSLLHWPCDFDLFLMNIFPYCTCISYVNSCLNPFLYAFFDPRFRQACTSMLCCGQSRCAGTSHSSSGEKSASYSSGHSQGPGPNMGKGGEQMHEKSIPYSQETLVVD
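Material: engineered CHO-K1 APJ arrestin reporter cells; amount: 1000 CHO-K1 reporter cells seeded per well; incubation: compound stimulation 90 min at 25 °C, detection 60 min; signal: luminescent beta-gal fragment complementation, chemiluminescent substrate; read-out basis: APJ agonist activity; controls: DMSO-only wells as negative, 10 nM Apelin-13 as positive control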
CHOP UPR activ = activators of apoptotic arm of unfolded protein response (CHOP); CHO-CHOP luciferase reporter, UPR activation, luminescence; percent of tunicamycin response over DMSO baseline; activation, % at 10 µM; 330,000 tested, 0.34% active; AID 449763;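 active = at 10 µM dose, activation of 40% or more, normalized to positive control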;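 note: 100% = tunicamycin at 10 µg/mL and 0% = DMSO alone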
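Assay system: CHO-CHOP cells, stable luciferase reporter of PERK-eIF2a-CHOP signalling / Buffer or medium: F12 plus 10% serum / Compound dosing: one dose, 10 µM in 0.5% DMSO / Times: 6 h compound treatment, 37 °C / Technique: luciferase luminescence / Read-out: % reporter activation, DMSO baseline versus tunicamycin full activation / Benchmarks: tunicamycin and DMSO controls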
TIM10 inh = TIM10 yeast growth inhibition | S. cerevisiae TIM10 strain growth, BacTiter-Glo luminescence, 24 h | inhibition, % at 10 µM | 330,000 tested, 1.4% active;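 active = inhibition of 40% or more at the single tested concentration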;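 note: wild-type TIM10 isogenic control strain grown at permissive 25 °C; 0% = DMSO yeast wells and 100% = minimal medium wells without yeast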
UPR XBP1 act = adaptive UPR (XBP1) activation | CHO-XBP1 luciferase reporter, IRE1-XBP1 UPR activation, luminescence; percent of tunicamycin response, DMSO as zero | activation, % at 20 µM | 330,000 tested, 0.33% active;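 active = versus positive control, 20 µM dose yields 30% or more activation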;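 note: 100% = tunicamycin at 10 µg/mL and 0% = DMSO only wells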
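Test system: CHO-XBP1 luciferase reporter cells | Buffer or medium: Serum-containing F12 medium, 10% FBS | Schedule: 6 h compound exposure at 37 °C, 5% CO2 | Detection: Steady-Glo luciferase glow luminescence, 10 min after reagent addition | Read-out basis: Activation, % of tunicamycin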
tim23-1 inh = inhibits growth of tim23-1 mutant yeast; inhibition, % at 20 µM; 330,000 tested, 1.3% active; S. cerevisiae tim23-1 growth, BacTiter-Glo luminescence, 24 h;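 active = growth inhibition of the mutant yeast at or above 50%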;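 note: temperature-sensitive mutant grown at 25 °C; plate controls were DMSO-treated mutant yeast for no effect and medium wells lacking yeast for full effect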
Mdm2 MdmX PPI = human Mdm2/MdmX binding inhibition | SaOS-2 split-luciferase Mdm2/MdmX complementation, luminescence | inhibition, % at 8 µM | 330,000 tested, 3% active | AID 485346;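 active = inhibition of at least 50% at 8 µM in the primary screen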
APJ antagonist = blocks the human apelin receptor APJ; P35414; CHO-K1 APJ beta-arrestin complementation, luminescence; inhibition, % at 20 µM; 330,000 tested, 0.32% active; AID 2521;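 active = inhibition above about 40% at 20 µM, limit read from the data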;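 note: cells challenged with 10 nM apelin-13 agonist together with compound; plate controls were apelin-13 plus DMSO wells for no effect and DMSO wells lacking apelin-13 for full effect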
The depositor's hits bear a star; / = no result given; & = joins results of further samples. Only part of the results is shown, so the mix of outcomes need not match the whole.

structure,CXCR6 inh,tim10-1 inh,APJ ag,CHOP UPR activ,TIM10 inh,UPR XBP1 act,tim23-1 inh,Mdm2 MdmX PPI,APJ antagonist
CC1Cc2cc(/C(O)=C3/C(=O)C(=O)N(CC4CCCO4)C3c3ccco3)ccc2O1 (stereo not drawn),3,-2,-4,2.7,-12,-2,5,28,11
COc1ccc(N(CC(=O)NCc2ccccc2C)S(=O)(=O)c2ccc(C)cc2)cc1OC,-6,2,2,1.1,6,-5,0,-9,9
CCc1ccc(OCc2nnc(NC(=O)c3cccs3)s2)cc1,6,-12,-2,0.2,2,-2,4,12,-23
Cc1noc(C)c1C(=O)N1CCN(S(=O)(=O)c2ccc(F)cc2)CC1,-18,10,0,-1.1,8,-1,12,-19,2
CN(C)c1ccc(C(=O)N/N=C/c2ccccn2)cc1,-4,-30,-1,3.5,6,-4,-9,-17,14
CCc1cc(C(=O)OC)c(NC(=O)CCC(=O)O)s1,3,10,0,2.3,2,0,15,3,-7
O=C(COC(=O)CCSc1ccccc1)NCc1ccccc1Cl,4,20,-2,2.5,24,-2,19,-12,4
O=C(NC1CCS(=O)(=O)C1)c1ccccc1Cl (stereo not drawn),-2,-13,-2,0.9,-8,0,-6,11,14
C(=N\Nc1nc2ccccc2[nH]1)/c1ccc2ncccc2c1,-5,-24,11,6.0,2,2,3,-78,-9
CCN1C(=O)/C(=C2\C=Cc3ccccc3N2CC)SC1=S,57*,8,-6,1.7,16,-1,24,-12,43*
O=C1C2C3C=CC(C3)C2C(=O)N1c1n[nH]c(-c2ccccc2)n1 (stereo not drawn),-1,-1,-4,-0.5,-13,-1,4,-7,2
COc1ccc(-c2noc(CCC(=O)NC3CCCCCC3)n2)cc1,16,17,-1,0.5,11,-5,25,7,8
COC(=O)c1ccc(CNC(=O)C23CC4CC(CC(C4)C2)C3)cc1,3,27,1,-1.5,2,1,27,-7,10
COc1ccc(-c2nc3ccc(C)cn3c2NCc2ccc3c(c2)OCO3)cc1,-3,25,-1,5.2,35,-2,32,-23,-7
Cc1ccc(S(=O)(=O)N2CCCCC2)cc1NC(=O)COC(=O)c1ccc(=O)[nH]c1,5,-4,2,-0.2,0,1,1,14,4
CCOc1ccccc1-n1c(SCC(=O)NCc2ccco2)nnc1-c1ccncc1,8,9,-3,0.8,8,1,8,-15,4
Cc1cccc(NC(=O)c2nc[nH]c2C(=O)N[C@@H](CC(C)C)C(=O)OCc2ccccc2)c1,5,19,0,0.8,27,3,25,11,9
Cn1c(=NC(=O)CN2C(=O)C3CC=CCC3C2=O)sc2ccccc21 (stereo not drawn),9&2,27,-9,-0.2,4,3,-4,-3,4
Cc1cccc(OCCSc2cc(C)nc(N)n2)c1,1,15,-5,0.8,8,4,-11,11,9
COc1ccc(C(=O)Nc2ccc3c(c2)OCO3)cc1OC,-1,-1,2,6.9,-5,0,-11,-1,-4
O=C(COC(=O)[C@@H]1CC(O)CN1S(=O)(=O)c1ccccc1[N+](=O)[O-])c1ccccc1 (stereo partly drawn),4,-5,-1,1.4,-1,-8,6,-3,8
O=C1Nc2cc(C(=O)NCCCN3CCCC3)ccc2S/C1=C/c1ccccc1F,0,-1,2,2.5,2,-1,-7,58*,7
COc1cc(/C=C/C(=O)OCC(=O)NC(=O)NC(C)C)ccc1OCC#N,-3,2,-2,-0.3,-3,3,-2,6,5
COc1cccc(C2OC(=O)c3ccccc3N2C(C)=O)c1OC(C)=O (stereo not drawn),5,15,-4,2.2,1,0,3,22,13
CCc1ccccc1N(CC(=O)NCC1CCCO1)C(=O)CCC(=O)Nc1cc(C)on1 (stereo not drawn),-1,-4,0,0.8,1,6,12,18,-5
CCC1CCCCN1CCCNC(=O)CNC(=O)c1nn(-c2ccc(OC)c(Cl)c2)c(=O)c2ccccc12 (stereo not drawn),12,14,0,1.3,8,-6,13,-29,6
CCN(C1CCS(=O)(=O)C1)S(=O)(=O)c1cccc([N+](=O)[O-])c1 (stereo not drawn),-11,20,2,-1.8,1,-2,18,0,-23
Nc1ncncc1-c1ccc([N+](=O)[O-])cc1,-9,3,-1,0.4,11,2,12,18,11
COc1cc(/C=C/c2ccc3cccc(OC)c3n2)c(OC(C)=O)c([N+](=O)[O-])c1,41*,36,-8,4.0,30,4,41,38,45*
CCOC(=O)CCSc1nc(C)c2ccccc2n1,10,25,0,0.7,7,6,-18,-12,7
COc1cc(C(=O)Nn2c(CC(C)C)nc3ccccc3c2=O)cc(OC)c1OC,-3,14,2,-0.1,-4,-5,1,14,8
O=C(CCNS(=O)(=O)c1ccc2c(c1)CCC(=O)N2)NCc1cccnc1,-13,20,5,-0.2,-16,-1,5,-17,15
CC1(C)C2CCC1(C)C(NC(=O)CCN1CCCCC1)C2 (stereo not drawn),3,12,-5,-1.4,5,-1,9,3,11
CCCn1c(=O)c(C(=O)N/N=C/c2ccccc2F)c(O)c2ccccc21,2,12,-1,1.1,20,2,-18,-3,-11
O=C(Oc1ccc(OC(=O)C2CCC2)cc1)C1CCC1,5,8,6,3.3,3,-1,6,20,-10
CCCNC(=O)C(Cc1ccc(I)cc1)NC(=O)C1CC1 (stereo not drawn),-12,4,-2,-1.2,1,0,15,-10,-6
Cc1ccc(S(=O)(=O)NCCNC(=O)c2ccccc2)cc1,-2,-2,-3,-2.7,-28,-2,8,1,-11
CC(=O)N1CCCc2cc(S(=O)(=O)N3CCCC3)ccc21,-4,20,-3,1.5,-4,-1,9,12,7
CC(C)(C)n1nc(Cc2cccc3ccccc23)c(C#N)c1N,-1,27,0,0.1,12,4,33,-12,-37
CC(C)c1nc(SCC(=O)Nc2ccc(N(C)C)cc2)c2ccccc2n1,-15,21,-3,-0.4,10,-2,34,49,13
COc1cccc(NS(=O)(=O)c2ccc(S(=O)(=O)N3CCOCC3)cc2)c1,0,-3,-4,-1.1,-17,-2,-1,23,10
O=C(CSc1nc2c([nH]c3ccccc32)c(=O)n1-c1cccc(Cl)c1)N1CCOCC1,9,6,2,1.7,6,20,14,45,-15
O=C(CCc1ccccc1)Nc1nccs1,10,0,-5,4.7,5,2,-2,-4,1
O=C(Cc1c(F)cccc1Cl)NNC(=O)c1ccccc1Cl,8,12,-3,-0.4,1,2,15,20,8
COc1ccc(S(=O)(=O)N2CCOCC2)cc1N=Nc1sc(N)nc1-c1ccccc1,20,14,-8,-0.6,15,-1,13,48,40
Cc1nn(C)c(C)c1/C=N/NC(=O)c1csc2ccccc12,/,23,-1,3.4,0,2,12,-16,-6
CCc1c(C)sc2nc3c(C(=O)N4CCOCC4)cc(C(=O)c4ccccc4O)cn3c(=O)c12,-2,16,-2,-0.3,34,4,23,23,3
O=C(NNC(=O)c1ccc2nonc2c1)Nc1ccc(Cl)cc1,20,-4,-3,-2.0,5,-4,-7,7,30
O=C(C1=C(O)C(=O)N(CCCn2ccnc2)C1c1ccccc1)c1ccco1 (stereo not drawn),0,-22,1,0.4,-16,-1,-6,-3,4
COc1cccc(Nc2nnc(SCc3cc([N+](=O)[O-])cc4c3OCOC4)s2)c1,13,9,0,-1.1,9,-4,5,29,7
CC[C@@H](CCC=C(C)C)C(=O)N(Cc1ccccc1)c1ccccc1,0,5,-4,-1.7,2,-3,25,8,15
CCOC(=O)/C=C1\NC(C)(C)Cc2cc(OC)c(O)cc21,1,32,-1,-3.5,-4,-1,30,7,-8
CC(=O)Nc1ccc2[nH]c(C)cc(=O)c2c1,-17,2,-5,-2.3,3,4,1,5,-30
c1csc(-c2csc3nc(CN4CCOCC4)nc(NCc4ccc5c(c4)OCO5)c23)c1,10,46*,-3,1.9,47*,0,54*,28,17
N#Cc1cccc(NC(=O)COC(=O)c2ccc[n+]([O-])c2)c1,-4,0,-2,-1.2,0,-2,0,-2,3
Cc1cc(C)cc(NC(=O)COC(=O)c2cc(C)oc2C)c1,-8,-12,-1,-1.2,-14,-5,-11,20,-7
CCOc1cc(-c2nc(-c3ccccc3)c(-c3cc([N+](=O)[O-])ccc3C)[nH]2)ccc1O,11,27,-2,3.3,23,-2,37,57*,0
O=C1c2ccccc2C(=O)N1CCOc1cccc(Br)c1,5,13,-1,5.1,-1,-1,27,5,1
CCOc1ccccc1CNS(=O)(=O)c1cc(-c2cc(C)no2)ccc1C,0,34,9,3.4,-16,-3,34,-22,6
CCn1c(=O)c(C(=O)NCc2ccc(Cl)cc2)c(O)c2ccccc21,-6,-21,-2,-0.4,-3,-5,11,8,7
CC(=O)c1ccc(S(=O)(=O)NCCC(=O)NCCc2c[nH]c3ccccc23)cc1,3,-2,1,0.6,-2,-1,4,24,3
